High-throughput results from PubChem BioAssay.
PLC-gamma1 inh: PLC-gamma1 enzyme inhibitors, primary screen, biochemical, fluorescence, purified enzyme; inhibition, % at 12.2 µM; 370,000 tested, 0.84% active; fluorogenic substrate; in the data active = inhibition above about 9.5%
HGIII-sPLA2 inh: human group III sPLA2 inhibitors, primary screen, biochemical, QFRET, BODIPY PC-A2 liposome substrate. Group 3 secretory phospholipase A2 (Homo sapiens), Q9NZ20. QFRET BODIPY PC-A2 liposome hydrolysis, fluorescence. inhibition, % at 12.2 µM. 370,000 tested, 0.56% active. AID 743126, 2013;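 active = inhibition above mean plus 3 SD of compounds lying within the high and low control bounds, cut at about 19% in these data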;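 also: 0% = median of test compound wells and 100% = no enzyme DMSO wells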
DDE Tn7 FP inh: inhibitors of Tn7 peptide binding to fibrin DD(E), primary screen, biochemical, fluorescence polarization, human fibrin, Tn7 probe; FP displacement of FITC-Tn7 peptide from fibrin DD(E); 0% = median of compound wells per plate; 370,000 tested, 0.13% active; inhibition, % at 8.3 µM; AID 720508, 2013; Fibrinogen beta chain (Homo sapiens), P02675;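 active = inhibition above the mean of compounds falling within the control limits plus 3 SD of them, cut at about 14% in these data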;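 also: 0% = plate median of compound wells and 100% = 10 µM Aha-Tn7 peptide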
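Measure: % inhibition scaled between sample-field median and high-control FP; Test system: human fibrin DD(E); Quantity: 2 µM final DD(E) protein; Doses: one dose, 8.3 µM nominal; Schedule: compound with protein 10 min, then 3 h after probe, room temperature; Detection: fluorescence polarization; Medium: Tris buffer with calcium and detergent, pH 7.8.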
ARFGAP1 inhibitor: inhibitors of rat ARFGAP1 GAP activity, primary screen, biochemical, fluorescence polarization, GDP tracer; 360,000 tested, 0.26% active; inhibition, % at 16.5 µM; AID 651572, 2012; Arfgap1-stimulated ARF1 GTP hydrolysis, GDP FP detection; ADP-ribosylation factor GTPase-activating protein 1 (Rattus norvegicus), Q62848;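 active = inhibition above a per-plate limit, mean inhibition of low control wells plus 3 SD, cut at about 25% in these data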;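 also: 0% = DMSO wells with enzyme and 100% = wells lacking Arfgap1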
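material = rat Arfgap1 catalytic domain, aa 1-136 | also added = human ARF1(Δ1-17)-GTP substrate | compound dosing = one concentration, 16.5 µM, DMSO 1.26% | times = GTP hydrolysis reaction 2 h at 25 °C | measured by = FP, GDP Alexa 633 tracer displaced from anti-GDP antibody, 620/688 nm | evaluation = percent inhibition of Arfgap1-stimulated GTP hydrolysis | replication = single well per compound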
proKLK7 act: proKLK7 zymogen activators, primary screen, biochemical, fluorescence intensity. Kallikrein-7 (Homo sapiens), P49862. purified proKLK7, EDANS-DABCYL substrate fluorescence; 100% is mature enzyme control, 0% vehicle. activation, % at 7 µM. 370,000 tested, 0.9% active. AID 652039, 2013;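 active = activation above the mean of all tested compounds plus 3 SD, computed per campaign excluding outliers beyond control limits, cut at about 13% in these data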
NR1D1 modulator: modulators of Rev-erb alpha DNA binding, primary screen, biochemical, FITC-DNA, fluorescence polarization, uHTS; Rev-erbα–FITC-DNA binding, 90 min; activity, % at 10 µM; 370,000 tested, 0.79% active; AID 1259318, 2017;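 active = activity above about 14%, limit read from the data; passing the limit was not always enough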;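 also: 0% = DMSO wells with 35 nM protein and 100% = DMSO wells with 750 nM protein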
ASAP1 inh: inhibitors of human ASAP1 ArfGAP activity, primary screen, biochemical, fluorescence polarization | Arf-GAP with SH3 domain, ANK repeat and PH domain-containing protein 1 (Homo sapiens), … | AID 624377, 2012 | ASAP1-stimulated ARF1 GTP hydrolysis, GDP FP detection | inhibition, % at 16.5 µM | 360,000 tested, 0.19% active; in the data active = inhibition above about 25%;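 also: 0% = vehicle with enzyme and substrate and 100% = no enzyme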
UHRF1 binding: UHRF1 methylated DNA binding inhibitors, primary screen, counter-screen for MBD2 inhibitor project, biochemical, TR-FRET, human UHRF1, single concentration; inhibition, % at 4.4 µM; E3 ubiquitin-protein ligase UHRF1 (Homo sapiens), Q96T88; 370,000 tested, 0.75% active; UHRF1 binding to methylated oligo; in the data active = inhibition above about 21%;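 also: UHRF1 SRA domain binding a hemimethylated CpG hairpin DNA probe; 0% = median of test compound wells and 100% = reference inhibitor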
PLCb3 inh: human PLC-beta3 inhibitors, primary screen, biochemical, fluorescence. AID 720704, 2013. Purified PLC-beta3, fluorogenic substrate. 370,000 tested, 0.18% active. 1-phosphatidylinositol 4,5-bisphosphate phosphodiesterase beta-3 (Homo sapiens), Q01970. inhibition, % at 12.2 µM; in the data active = inhibition above about 11%;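 also: 0% = median of compound wells on plate and 100% = full blocker control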
Tn6 DDE FP: inhibitors of Tn6 peptide binding to fibrin DD(E), primary screen, biochemical, fluorescence polarization, human fibrin, Tn6 probe; Fibrin DD(E) TRITC-Tn6 fluorescence polarization displacement; inhibition, % at 8.3 µM; 370,000 tested, 0.21% active; AID 720509, 2013;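 active = inhibition above a per-campaign cutoff: mean of compounds within control limits plus 3 SD, cut at about 15% in these data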;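 also: 0% = median of all compound wells on the plate and 100% = blocking peptide control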
Active calls of the source: *; i = inactive; x = not tested or not shown.

structure	PLC-gamma1 inh	Tn6 DDE FP	DDE Tn7 FP inh	UHRF1 binding	HGIII-sPLA2 inh	ASAP1 inh	proKLK7 act	ARFGAP1 inhibitor	PLCb3 inh	NR1D1 modulator
CCOC(=O)/C(=N\Nc1ccc(Cl)cc1)c1csc(Nc2ccccc2)n1	-4	-11	3	3	5	-2	-0.6	5	-4	-2
Cc1nn(C)c(C)c1C1C(C#N)=C(N)Oc2n[nH]c(C)c21 (centres undefined)	-1	2	5	-2	10	-1	-1.3	19	-4	-5
CC(C)CN(C(=O)COC(=O)c1ccc(C#N)cc1)C1CCS(=O)(=O)C1 (centres undefined)	7	-4	-3	7	4	-9	0.0	11	-6	13
COc1ccc(C(=O)Nc2ccccc2C(=O)N/N=C/c2ccc(O)c(OC)c2)cc1	-13	-5	-8	2	-12	5	0.0	12	-17	3
O=C(NCC1CCCO1)c1ccc(/C=N/O)nc1 (centres undefined)	1	-7	-4	1	2	-16	0.1	1	9	3
CNC(=S)N1CCC(C(=O)c2ccc(Cl)cc2)CC1	2	3	-1	-1	14	4	0.2	2	1	-6
COc1ccc(Cc2nnc(NC(=O)Nc3ccc(C)cc3)s2)cc1OC	1	2	-2	2	-4	13	-1.0	11	-4	3
C/C(=N\O)c1ccc(Cl)cc1Cl	1	7	5	-3	-3	3	-0.1	-2	-9	-1
Cc1cc(C)c(S(=O)(=O)NCc2cccs2)cc1C	-2	-1	5	-1	-3	0	0.6	-4	-7	0
COc1cc(OC)cc(C(=O)Nc2ccccc2S(=O)(=O)N2CCCC2OC(C)=O)c1 (centres undefined)	3	7	-3	1	-4	0	0.4	4	-1	5
Cc1occc1C(=O)Nc1ccc([N+](=O)[O-])cc1Br	2	1	0	3	3	3	-0.4	-1	-3	-6
CCC(=O)Nc1cccc(C(=O)/C=C/c2ccc(F)cc2)c1	0	5	7	-4	-3	7	0.6	7	0	0
COc1ccc(NC2=CC(c3cccc(OC)c3)N(c3ccc(OC)cc3)C2=O)cc1 (centres undefined)	-24	-1	-2	-2	-11	-5	-0.2	1	-30	-3
Cn1ncc(Cl)c1C(=O)N1CCC(Cc2ccccc2)CC1	6	-4	4	3	-1	6	0.2	-4	-5	-4
CC(C)c1ccc(NC(=O)c2cnn(-c3ccccc3)c2NC(=O)c2ccco2)cc1	4	3	-8	-1	-43	-3	0.1	6	0	4
Nc1[nH]c(=O)nc(Nc2ccccc2)c1N=O	-4	9	-1	-10	2	2	0.0	4	-8	-3
CC(C)CCCN1C(Nc2ccccc2)=NC[C@@H]1C	-1	9	3	-1	1	-4	0.4	6	0	-1
CCOc1ccc(C(=O)C(C)OC(=O)CN2C(=O)NC(C)(C)C2=O)cc1 (centres undefined)	-1	-7	-7	-2	2	2	0.3	-9	-2	0
O=C(Nc1nnc(CCN2CCOCC2)s1)C1CCCCC1	-1	4	1	15	0	3	-0.7	5	0	0
CCCC(=O)Nc1nc(C)c(-c2csc(Nc3ccccc3C)n2)s1	-13	-5	9	1	-2	5	0.5	3	-18	2
O=C(NCN1CCN(CCO)CC1)c1cnccn1	-1	6	4	-1	-1	-4	-0.1	5	2	1
O=C(COC(=O)Cc1c[nH]c2ccccc12)Nc1cccc2ccccc12	1	-3	-8	5	-100	4	0.3	11	-2	9
CCC1Oc2ccccc2N(CC(=O)NC2CC2)C1=O (centres undefined)	-2	-1	2	-1	0	7	-0.8	4	-9	3
CCN1c2ccc(S(=O)(=O)N3CCOCC3)cc2N(Cc2ccc(OC)cc2)C1C (centres undefined)	-3	7	4	-1	-2	-7	-0.6	-14	0	-1

6 entries picked at random from the list so far:
structure	PLC-gamma1 inh	Tn6 DDE FP	DDE Tn7 FP inh	UHRF1 binding	HGIII-sPLA2 inh	ASAP1 inh	proKLK7 act	ARFGAP1 inhibitor	PLCb3 inh	NR1D1 modulator
CCCC(=O)Nc1nc(C)c(-c2csc(Nc3ccccc3C)n2)s1	-13	-5	9	1	-2	5	0.5	3	-18	2
CC(C)CCCN1C(Nc2ccccc2)=NC[C@@H]1C	-1	9	3	-1	1	-4	0.4	6	0	-1
CCOc1ccc(C(=O)C(C)OC(=O)CN2C(=O)NC(C)(C)C2=O)cc1 (centres undefined)	-1	-7	-7	-2	2	2	0.3	-9	-2	0
O=C(COC(=O)Cc1c[nH]c2ccccc12)Nc1cccc2ccccc12	1	-3	-8	5	-100	4	0.3	11	-2	9
O=C(NCN1CCN(CCO)CC1)c1cnccn1	-1	6	4	-1	-1	-4	-0.1	5	2	1
COc1ccc(NC2=CC(c3cccc(OC)c3)N(c3ccc(OC)cc3)C2=O)cc1 (centres undefined)	-24	-1	-2	-2	-11	-5	-0.2	1	-30	-3

The results go on.
structure	PLC-gamma1 inh	Tn6 DDE FP	DDE Tn7 FP inh	UHRF1 binding	HGIII-sPLA2 inh	ASAP1 inh	proKLK7 act	ARFGAP1 inhibitor	PLCb3 inh	NR1D1 modulator
Cc1nnc(NC(=O)c2cc(S(=O)(=O)N3CCCCC3)ccc2Cl)s1	-1	2	9	0	-3	-8	-0.8	8	-7	0
CC1CCCCC12NC(=O)N(CC(=O)Nc1ccc3[nH]c(=O)[nH]c3c1)C2=O (centres undefined)	-1	4	-2	4	-6	-4	-0.1	-8	3	1
C=Cc1ccc(Cn2c(=O)n(CCCOC)c(=O)c3sccc32)cc1	0	-6	-3	-1	-5	11	0.1	-12	-5	-6
Cc1cc(=O)oc2cc3c(cc12)OCCO3	-169	-1	0	-1	4	-1	7.6	11	-192	0
CCSc1nnc(NC(=O)c2ccco2)s1	-9	-8	1	-2	0	-1	-0.1	14	-8	-1
COc1ccc(C(=O)C[n+]2cccc3cc(OC)ccc32)cc1	-82	0	0	0	-3	-6	3.9	-6	-104	-4
CCc1ccc(C(=O)Nc2cc3c(cc2Cl)OCCCO3)cc1	-2	4	-1	-1	2	4	0.0	-5	2	-2
OCC1OC(O)CC(O)C1O (centres undefined)	6	8	1	-2	1	-6	-0.4	-8	5	3
CN1N=C(c2ccc(Cl)cc2)CC(c2ccc(Cl)cc2)C1=O (centres undefined)	2	-2	4	22*	-6	3	-1.1	-3	2	0
O=C(c1ccc(Cl)cc1)c1ccc(CN2C(=O)c3ccccc3C2=O)o1	7	6	-1	1	1	5	-0.3	-7	7	-2
O=S1(=O)CC(NCc2ccccc2)C(Nc2ccc(Cl)cc2)C1 (centres undefined)	7	3	0	0	-6	-12	-0.1	14	7	-3
CCNC(=O)CCS(=O)(=O)c1ccc2ccccc2c1	-1	-1	-2	-2	-1	3	0.5	1	-3	-1
COc1cc([C@@H]2c3cc4c(cc3[C@@H](O)[C@H]3COC(=O)[C@H]23)OCO4)cc(OC)c1O[Si](C)(C)C(C)(C)C	0	1	12	3	1	0	0.4	6	5	1
COc1ccc(/C=N/Nc2nnc(Cc3ccc(OC)c(OC)c3)c(=O)[nH]2)cc1OC	4	-11	-8	20	-3	1	0.8	13	11*	11
COc1ccc(NC(=O)Nc2cc(C)nn2-c2ccccc2)cc1	-1	6	-2	-2	4	x	-0.1	x	1	1
COCCNC(=O)c1cnn2c(C(F)(F)F)cc(-c3ccc4c(c3)OCO4)nc12	-13	0	-6	1	6	-1	0.3	-2	-21	-18
COc1ccc([C@@H]2[C@@H]3C(=O)N(C(C)(C)C)C(=O)[C@@H]3[C@]3(CC(C)C)C(=O)N(c4cccc(Br)c4)C(=O)N23)cc1	4	-3	-2	-4	-26	16	0.1	6	4	-4
COc1ccc(-c2oc3cc(OC(C)=O)cc(OC(C)=O)c3c(=O)c2OC)cc1	-399	4	4	-4	-13	12	5.0	-7	i	2
COc1ccc(C(=O)NC(=S)NCc2ccccc2)cc1OC	2	4	-4	0	-7	5	0.3	-5	3	-1
NS(=O)(=O)c1ccc(NC(=O)CN2CCCc3ccccc32)cc1	-18	6	0	13	3	1	0.0	1	-23	-2
Cc1cc(Oc2ccc(N)cn2)cc(C)c1Cl	-8	-9	-5	2	-2	3	-0.5	-7	-22	-3
CCCc1cc(=O)oc2cc(OCC(=O)NCCc3c[nH]c4ccccc34)ccc12	1	2	1	1	-73	-4	-1.1	26*	-1	-7
COc1ccc(C2CC(=O)c3cnc(N)nc3C2)c(OC)c1 (centres undefined)	3	2	-7	-1	7	-6	0.1	-2	0	6
O=C(Nc1ccc(S(=O)(=O)N2CCOCC2)cc1)c1cc(S(=O)(=O)N2CCOCC2)ccc1Cl	-1	1	0	0	-11	8	0.2	19	-5	2
CC(C)(C)NC(=O)C(c1ccccc1)N(C(=O)c1csnn1)C1CC1 (centres undefined)	7	-4	-5	0	7	1	0.1	5	0	6
